Compound activity: PubChem, several laboratories
Cardio protect: myocardial damage modulation in H9c2 cells | H9c2 cardiomyocytes, H2O2 injury protection, ATPLite, 2 h | protection from H2O2 cell death, % at 20 µM | 0.63% of 360,000 active;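 active means compounds giving at least 50% protection of heart cells from peroxide-induced death in the single-dose screen, raw or plate-pattern-corrected value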;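 further: 0% = DMSO wells with peroxide and 100% = DMSO wells without peroxide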
CaV13 FRET inh: Disruptors of the CACNA1D IQ motif to Ca2+-dependent inactivation inhibitor domain association, primary screening, Förster resonance energy transfer in intact living …; AID 743397; HEK cells, CFP/YFP FRET ICDI-IQ, plate reader, 10 min; percent FRET-ratio fall versus neutral wells; inhibition, % at 12.3 µM; 0.098% of 340,000 active;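 active means mean replicate inhibition of at least 30% and at least 1% of replicates passing that level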;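 further: 0% = median of the neutral control wells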
aDG glyco act: increases alpha dystroglycan glycosylation. Pro5-aDG cells, alpha-DG glycosylation AlphaScreen (IIH6); 0% Pro5, 100% B10-LARGE cell signal. activation, % at 10 µM. 0.22% of 360,000 active. AID 624168;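 active means activation of at least 8% versus controls, or a plate z-score of at least 8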;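 further: Pro5 are CHO cells carrying HIG-tagged alpha-DG that lacks glycosylation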
Vif inh: HIV Vif inhibition | AID 602346 | HEK293T cells, Vif self-association by quenched fluorescence, imaging, 24 h | inhibition, % at 7.49 µM | 0.35% of 340,000 active; in the data active means inhibition above about 50%, passing the limit was not always enough; further: some results filed as inactive read as strong as hits
N-glyco inh: blocks N-linked glycosylation in D54 reporter cells. D54 ERlucT glycosylation luciferase reporter, 24 h; percent of 100 nM tunicamycin response. reporter increase, % at 12.5 µM. 0.23% of 360,000 active;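 active means mean luciferase reporter signal, scaled so untreated is 0 and the glycosylation-blocking control 100, at or above a set limit in every replicate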;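 further: luciferase carries N-glycosylation sites so blocking glycosylation raises the light; 0% = median of neutral control wells and 100% = median of 100 nM tunicamycin wells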
MC4R antag cAMP: antagonists of human melanocortin 4 receptor (MC4R); P32245; MC4R-expressing cells, MTII-stimulated cAMP, LANCE TR-FRET; inhibition, % at 6.5 µM; 0.48% of 360,000 active; AID 540295;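 active means inhibition above its plate's cutoff, the mean of tested wells on that plate plus 3 SD, cut at about 29% in these data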;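 further: 0% = Melanotan II alone and 100% = Melanotan II plus saturating MCL0020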
Target sequence (P32245 whole entry, looked up): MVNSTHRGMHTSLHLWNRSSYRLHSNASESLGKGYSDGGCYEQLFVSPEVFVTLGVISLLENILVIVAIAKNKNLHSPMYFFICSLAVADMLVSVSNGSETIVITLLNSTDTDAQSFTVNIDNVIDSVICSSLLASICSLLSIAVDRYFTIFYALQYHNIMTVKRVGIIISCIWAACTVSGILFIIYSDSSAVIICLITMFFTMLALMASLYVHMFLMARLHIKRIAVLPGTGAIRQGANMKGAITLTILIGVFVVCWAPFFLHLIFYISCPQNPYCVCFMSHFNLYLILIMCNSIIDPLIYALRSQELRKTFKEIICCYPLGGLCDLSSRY
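System: U2OS cells stably expressing human melanocortin 4 receptor (MC4R). Reagent: Melanotan II challenge after compound preincubation. Doses: 6.5 µM. Times: 30-min compound, 1-h challenge, 1-h detection, room temperature. Measured by: TR-FRET with Eu-cAMP and labeled anti-cAMP, 671 nm. Replicates: singlicate.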
PDI inh: PDI (human) enzyme inhibition; P07237; PDI insulin aggregation turbidity, A650, 90 min; inhibition, % at 10 µM; 0.052% of 350,000 active; AID 588391;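 active means mean inhibition across replicates of 30% or more, whatever share of single replicates reach that level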;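 further: absorbance from insulin aggregation driven by PDI reduction with DTT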
HTR2A ag: agonists of mouse serotonin 5-HT2A receptor (HTR2A); P35363; CHO-K1 mHTR2A beta-arrestin complementation, luminescence; percent of 30 µM serotonin response; activation, % at 7.6 µM; 0.66% of 360,000 active;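 active means activation above a run cutoff, the mean activation of all tested compounds plus 3 SD, cut at about 14% in these data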;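 further: 0% = plate median of compound wells and 100% = 30 µM serotonin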
Target sequence (P35363 whole entry, looked up): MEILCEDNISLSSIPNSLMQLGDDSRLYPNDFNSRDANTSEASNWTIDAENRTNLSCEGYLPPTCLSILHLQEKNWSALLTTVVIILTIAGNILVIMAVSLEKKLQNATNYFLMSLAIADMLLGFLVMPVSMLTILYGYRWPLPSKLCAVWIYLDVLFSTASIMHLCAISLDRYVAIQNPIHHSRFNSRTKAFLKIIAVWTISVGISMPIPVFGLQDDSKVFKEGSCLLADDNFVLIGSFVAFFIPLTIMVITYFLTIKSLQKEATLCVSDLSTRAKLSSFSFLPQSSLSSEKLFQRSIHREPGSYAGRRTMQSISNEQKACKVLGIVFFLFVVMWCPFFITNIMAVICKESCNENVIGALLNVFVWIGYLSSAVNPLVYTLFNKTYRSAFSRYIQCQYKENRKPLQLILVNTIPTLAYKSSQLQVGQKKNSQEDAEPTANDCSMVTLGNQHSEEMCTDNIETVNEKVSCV
ABCB6 inh 2: human ABCB6 transporter inhibition; Q9NP58; K562-ABCB6 porphyrin accumulation, flow cytometry, 1 h; stronger effect = lower value; 0.19% of 360,000 active; fluorescence ratio to DMSO, % at 10 µM; AID 602162;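 active means fluorescence ratio to DMSO below 75%, the collection mean minus 3 SD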;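 further: signal is porphyrin accumulated inside mitochondria; 100% equals median channel fluorescence of DMSO control wells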
MC4R barr agon: activates human MC4R beta-arrestin recruitment | P32245 | U2OS MC4R beta-arrestin complementation, luminescence; percent of melanotan II response, DMSO zero | activation, % at 8.9 µM | 0.98% of 360,000 active | AID 540308;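 active means activation above a per-plate cutoff, the mean activation of sample wells on that plate plus 3 SD, cut at about 8% in these data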
Active calls of the source: *; . = no result given.

SMILES | Cardio protect | CaV13 FRET inh | aDG glyco act | Vif inh | N-glyco inh | MC4R antag cAMP | PDI inh | HTR2A ag | ABCB6 inh 2 | MC4R barr agon
O=C(Nc1ccccc1)c1ccc(N2CCN(c3ccccc3)CC2)c(S(=O)(=O)N2CCOCC2)c1 | 0 | -5 | 0.1 | -5 | -5 | 11 | -2 | 0 | 98 | -2.4
CCC(=O)N1CCN(c2cc3c(cc2F)c(=O)c(C(=O)O)cn3CC)CC1 | -3 | -2 | -0.1 | -4 | 3 | 8 | 0 | -2 | 100 | -2.7
N#Cc1ccc(C(=O)Nc2nc(SCc3ccc(Cl)cc3)n[nH]2)cc1 | -5 | -7 | 0.6 | 3 | 0 | 9 | -1 | -10 | 96 | -1.9
CCOc1cc(-c2cn(S(=O)(=O)c3cccc4nsnc34)nc2N)cc(OCC)c1OCC | -2 | -5 | -0.3 | -15 | -10 | 4 | -6 | 0 | 99 | -0.1
COc1cccc(CNC(=O)C2CCN(S(=O)(=O)N3CC(C)CC(C)C3)CC2)c1 (configuration not stated) | 0 | -3 | -0.1 | -2 | -3 | 4 | 2 | -1 | 90 | 0.5
Cc1cc2oc(=O)cc(CN3CCCCC3C)c2cc1C (configuration not stated) | 1 | -3 | 0.0 | 10 | -4 | 1 | 5 | 2 | 98 | -0.4
CCOc1ccc(N(CC(=O)NCCSCc2ccccc2Cl)S(C)(=O)=O)cc1 | -5 | -3 | 0.2 | 0 | 0 | 3 | 18 | -4 | 113 | -1.0
Cc1oc2ccccc2c1CC(=O)NCCCN(C)C | 5 | 0 | 0.1 | . | 0 | -1 | -1 | 4 | 99 | -1.3
CCN1CCc2c(sc(NC(=O)c3ccc(S(=O)(=O)N(C)CC4CCCO4)cc3)c2C(N)=O)C1 (configuration not stated) | 8 | -7 | -0.1 | -2 | -4 | 1 | -3 | -4 | 105 | -2.0
O=[N+]([O-])c1cccc(C=NN=C2c3ccccc3-c3ccccc32)c1 | -6 | -5 | -0.7 | 1 | -1 | 11 | -4 | 5 | 96 | -0.3
CCS(=O)(=O)c1ccc2oc(SCC(=O)c3c(N)n(C4CC4)c(=O)[nH]c3=O)nc2c1 | -8 | -7 | 0.3 | 14 | 3 | -3 | -4 | 6 | 93 | 0.3
CCN(CC)CCN(C(=O)/C=C/c1cccs1)c1nc2ccc(Cl)cc2s1 | -4 | -3 | -0.3 | -2 | -1 | -4 | -6 | -11 | 99 | 1.5
COc1ccc(OC)c2[nH]c(=O)c(CCNC(C)=O)cc12 | 0 | -6 | -0.1 | 0 | 2 | 16 | 7 | 4 | 95 | 2.5
Clc1cccc(CN2CCCCCCC2)c1Cl | 1 | -3 | 0.2 | -4 | 3 | 16 | -5 | 0 | 99 | 0.2
Cc1cc(=O)n2[nH]c(-c3ccccc3)cc2n1 | 8 | -2 | -0.1 | 0 | 0 | 7 | -6 | -2 | 93 | -0.7
C[C@H](O)[C@@H]1C(=O)N2CCc3ccc(N4CCN(C)CC4)cc3[C@@H]2C[C@@H]1N(C)C(=O)c1ccco1 | 14 | -3 | -0.2 | . | 4 | 3 | -9 | -2 | 97 | -1.2
COc1ccccc1[C@@H]1C(c2ccccc2)=NN(c2ccccc2)[C@H]1C(=O)N1CCOC1=O | -7 | -6 | 0.1 | 1 | -1 | 4 | -2 | 2 | 102 | 1.7
COc1ccc(C)cc1NC(=O)C(OC(=O)CNC(=O)c1ccc(Br)cc1)c1ccccc1 (configuration not stated) | -4 | -13 | -0.1 | 1 | -1 | 23 | -8 | -3 | 105 | 1.0
Cc1cc(C)n(CCCNC(=O)CN(C)S(=O)(=O)c2ccc(Cl)cc2)n1 | 0 | -14 | -0.2 | -5 | 0 | 4 | 4 | -4 | 87 | -1.8
O=C1NC[C@H](CCCCN2C[C@H](Cc3ccc(O)cc3)N(Cc3ccccc3)C(=O)C2=O)N(Cc2ccccc2)C1=O | . | -4 | -0.1 | . | . | . | . | -4 | 93 | .
Cc1csc(NC(=O)c2cc(C)nc3ccccc23)n1 | 4 | -2 | -0.1 | -5 | -2 | 4 | -1 | 4 | 104 | -1.6
COC(c1ccc(Cl)cc1)(c1ccc(Cl)cc1)C(Oc1nccc(C)n1)C(=O)O (configuration not stated) | 5 | -5 | -0.1 | 1 | -1 | 8 | 3 | 12 | 97 | 1.9
CC(C)(C)c1ccc(C(=O)NNc2ccc(F)cc2F)cc1 | -5 | -4 | 0.1 | 1 | 5 | 3 | -2 | 1 | 99 | 3.0
O=C(C[n+]1ccc(-c2nnc3n2CCC3)cc1)c1ccc(Cl)cc1 | -5 | -7 | -0.1 | -4 | 1 | -1 | -2 | -3 | 100 | -2.1
Cc1nc2nc(C)c(NS(=O)(=O)c3ccc(Cl)s3)c(=O)n2[nH]1 | 2 | -7 | -0.1 | 19 | 4 | 2 | 5 | 1 | 97 | -0.4
O=S(=O)(c1cnc[nH]1)N1CCc2ccccc21 | -21 | -5 | 0.0 | 7 | 2 | 8 | -1 | 4 | 88 | 0.9
O=C(O)C1CCN(C(=O)CSc2nnc(-c3ccccc3)o2)CC1 | -3 | -6 | 0.1 | -3 | 0 | 12 | -3 | 8 | 105 | -0.7
C=CCNc1nc2c(c(=O)[nH]c(=O)n2C)n1CCCCC | 3 | . | -0.2 | -4 | 2 | 0 | -2 | 5 | 92 | 0.4
Cc1ccccc1NS(=O)(=O)c1ccc(C(=O)NCCCN2CCCC2=O)cc1 | -6 | -15 | -0.1 | 2 | -3 | 6 | 5 | -5 | 96 | -3.9
COc1ccc(C(=O)Nc2c(-c3cccs3)c(=O)c3ccccc3n2C)cc1 | 3 | -4 | 0.1 | 12 | 2 | 4 | 8 | 5 | 98 | -0.7
CCOc1ccccc1Nc1cc(C)nc2ccccc12 | -8 | -3 | 0.4 | -4 | 2 | -1 | -3 | -5 | 78 | -0.3
Cc1ccccc1C(=O)NCCSc1ccccc1 | -3 | . | 0.2 | 2 | -2 | -6 | 11 | 0 | 96 | -0.2
O=C(Nc1ccc(N2CCOCC2)cc1)c1ccc(COc2ccccc2)cc1 | -2 | -5 | 0.0 | -14 | -3 | 9 | -2 | -1 | 89 | 0.4
COC(=O)c1sc2ccccc2c1NC(=O)c1ccc(S(=O)(=O)N2CCCC(C)C2)cc1 (configuration not stated) | -2 | -3 | 0.0 | -8 | -2 | 15 | -5 | -3 | 109 | -2.6
CC(=O)Nc1ccc(C2=CC(=O)CC(C)(C)C2)cc1 | -2 | -5 | 0.1 | 3 | 2 | 1 | 8 | 10 | 97 | -2.3
CCOC(=O)c1cc(C(=O)OCC)cc(-n2c(C)cc(C(=O)CN3CCOCC3)c2C)c1 | 7 | . | -0.1 | -2 | 1 | 17 | 1 | 0 | 100 | 1.3
COc1ccc2[nH]c3c(=O)n(CCN4CCOCC4)cnc3c2c1 | 2 | -6 | 0.2 | -5 | 2 | 3 | -12 | 0 | 92 | 5.2
Cc1ccc2[nH]c3c(c2c1)CN(C(C)C)CC3 | -6 | -3 | 0.1 | 5 | 6 | 4 | -3 | -13 | 94 | 1.5
Cc1cccc(NC(=O)C(=O)NCc2ccccn2)c1 | 3 | -9 | -0.3 | 12 | 0 | 0 | -3 | 0 | 96 | -2.3
O=S(=O)(c1cccs1)N1CCCCC1 | 4 | -4 | -0.3 | 9 | -2 | 2 | 1 | -4 | 99 | -0.6
COc1ccc(C(=O)NCCCNc2nc3cc(C)cc(C)c3cc2C#N)cc1 | 9 | -10 | -0.2 | 4 | 4 | 7 | 1 | 6 | 98 | -1.1
CCCCCc1c(O)nc(SCCN(CC)CC)[nH]c1=O | -8 | -4 | 0.1 | 18 | -2 | 4 | 2 | 2 | 94 | -2.5
C[C@H](CO)N1C[C@H](C)[C@@H](CN(C)Cc2ccc(-c3ccccc3)cc2)Oc2c(NC(=O)Nc3ccc(C(F)(F)F)cc3)cccc2C1=O | 2 | -4 | -0.2 | -1 | -1 | 19 | -2 | 3 | 101 | 0.3
Cc1ccc(-c2nc(N)n(C(=O)Cc3ccccc3)n2)cc1 | 12 | -1 | 0.0 | -7 | -4 | 5 | 1 | -2 | 101 | -0.5
CCCN(CC(=O)Nc1ccccc1OC)C(=O)CCCN1C(=O)c2ccccc2C1=O | 0 | -6 | 0.0 | -13 | 0 | 2 | 5 | -13 | 102 | -2.1
CCn1c2ccccc2c2cc(CN3CCN(Cc4cc(OC)ccc4O)CC3)ccc21 | -3 | -5 | 1.3 | -3 | -2 | 4 | -11 | -7 | 89 | -2.6
O=C1CN=CN=CN1c1ccc(Cl)cc1Cl | -5 | -5 | 0.1 | -4 | 1 | 17 | -7 | -3 | 100 | -1.5
Cc1ccc(S(=O)(=O)N(CC(=O)N2CCc3ccccc3C2)c2cccc(Cl)c2)cc1 | -19 | -3 | -0.1 | -10 | -6 | 7 | -1 | 1 | 90 | -0.4
O=C(O)C1C2OC(C(Br)C2Br)C1C(=O)O (configuration not stated) | 3 | -5 | 0.0 | 11 | 2 | 15 | 15 | 3 | 96 | -1.8
NC(=O)COC(=O)c1cc(S(=O)(=O)N2CCOCC2)ccc1N1CCCCC1 | 5 | -5 | 0.1 | 8 | 0 | 3 | -2 | 3 | 96 | -1.2

Exported with two lines to a compound: part of the list above.
Results follow in this order: Cardio protect	CaV13 FRET inh	aDG glyco act	Vif inh	N-glyco inh	MC4R antag cAMP	PDI inh	HTR2A ag	ABCB6 inh 2	MC4R barr agon
O=C1NC[C@H](CCCCN2C[C@H](Cc3ccc(O)cc3)N(Cc3ccccc3)C(=O)C2=O)N(Cc2ccccc2)C1=O
    .	-4	-0.1	.	.	.	.	-4	93	.
Cc1csc(NC(=O)c2cc(C)nc3ccccc23)n1
    4	-2	-0.1	-5	-2	4	-1	4	104	-1.6

Additional structures follow:
SMILES | Cardio protect | CaV13 FRET inh | aDG glyco act | Vif inh | N-glyco inh | MC4R antag cAMP | PDI inh | HTR2A ag | ABCB6 inh 2 | MC4R barr agon
O=C(Nc1ccc([N+](=O)[O-])cc1)c1cc(-c2ccccn2)nc2c(Cl)cccc12 | 7 | 2 | -0.2 | 0 | -8 | 6 | 11 | 4 | 96 | 0.5
C=C(C(=O)O)C1CCC2(C)CCCC(C)(O)C2C1 (configuration not stated) | 2 | . | 0.2 | -1 | 1 | 6 | . | -4 | 100 | -1.6
Cc1ccc(S(=O)(=O)N2CCN(C(=O)[C@H](Cc3ccccc3)NC(=O)c3ccco3)CC2)cc1 | 1 | -2 | -0.1 | 1 | -2 | 12 | -8 | 6 | 100 | -1.4
CCC(=O)NC1OC(CO)C(O)C(O)C1O (configuration not stated) | 6 | 4 | 0.7 | 1 | 0 | 4 | 16 | 5 | 100 | 2.4
Clc1ccccc1OCCNc1nc(NCC2CC2)nc2ccsc12 | -17 | -6 | 4.3 | . | -2 | -1 | 14 | -7 | 92 | -0.9
COC(=O)[C@H]1C[C@@]2(O)CN(S(=O)(=O)c3ccc(C)cc3)C[C@@]2(OC(=O)Nc2c(C)noc2C)C[C@H]1C(=O)OC | -4 | -3 | 0.0 | 2 | 1 | 7 | -7 | 1 | 92 | -2.0
COc1cc(NC(=O)c2ccc(Cl)cc2)c(OC)cc1NC(=O)CN1CCCCC1 | 4 | -10 | 0.5 | 0 | -3 | 4 | 9 | -2 | 94 | 2.8
